# PME-1 primary: blocks human protein phosphatase methylesterase 1; recombinant PME-1, FP-Rh probe fluorescence polarization; Q9Y570; inhibition, % at 5.9 µM; AID 2130; 320,000 tested, 0.53% active;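 active = inhibition above the campaign mean of all compounds plus 3 SD, cut at about 26% in these data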;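 also: competitive labeling of PME-1 active site by serine hydrolase directed probe; 0% = PME-1 with DMSO and 100% = wells lacking PME-1 enzyme; inhibitors block probe labeling so polarization falls and inhibition rises; many of its hits are not listed in these tables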
# MEX-5 binding: C. elegans MEX-5 TCR-2 RNA binding activity. MEX-5/FITC-TCR2 RNA binding, fluorescence polarization; stronger effect = lower value. AID 1832. 300,000 tested, 0.38% active. Q9XUB2. activity score (negative = inhibition of binding), % at 10 µM;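 active = inhibition past about -25% in most replicates, and total fluorescence under double the plate's negative control median, limit read from the data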;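 also: 0% = DMSO and -100% = 5 µM competing unlabeled TCR2 RNA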
# MCL1-BIM inh: disrupts human MCL1 binding to BIM-BH3 peptide. Q07820. GST-MCL1 / FITC-Bim-BH3 fluorescence polarization. inhibition, % at 10.9 µM. 320,000 tested, 0.68% active. AID 2057;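 active = inhibition above the mean inhibition of all tested compounds plus 3 SD, set per campaign, cut at about 40% in these data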;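 also: 0% = DMSO wells and 100% = unlabeled Bim-BH3 peptide control; higher means more loss of mP so more displacement of Bim peptide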
# Target sequence (Q07820 whole entry, looked up): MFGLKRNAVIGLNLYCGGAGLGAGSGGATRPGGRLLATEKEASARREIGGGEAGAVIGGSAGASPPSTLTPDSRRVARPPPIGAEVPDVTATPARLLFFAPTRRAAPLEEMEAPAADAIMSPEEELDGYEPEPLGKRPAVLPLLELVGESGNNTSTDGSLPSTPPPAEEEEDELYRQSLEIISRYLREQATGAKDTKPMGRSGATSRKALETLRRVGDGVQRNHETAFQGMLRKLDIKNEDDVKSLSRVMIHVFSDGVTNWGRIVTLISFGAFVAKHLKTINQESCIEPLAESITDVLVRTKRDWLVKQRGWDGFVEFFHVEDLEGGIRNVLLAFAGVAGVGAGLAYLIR
# GLD-1 RNA inh: GLD-1-TGE RNA interaction inhibition (C. elegans); Q17339; purified GLD-1 + fluorescein TGE RNA, fluorescence polarization; inhibition, % at 5.96 µM; 320,000 tested, 0.44% active; AID 2280;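 active = percent inhibition above a per-plate cutoff, the plate mean of test compounds plus 3 SD, cut at about 30% in these data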;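 also: 0% = DMSO wells with GLD-1 and probe and 100% = wells lacking GLD-1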
# Fam108B counter: Fam108B inhibition, counter-screen for RBBP9 inhibitors; recombinant Fam108B, FP-Rh probe fluorescence polarization; inhibition, % at 9.51 µM; 300,000 tested, 0.33% active;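 active = inhibition above the screen mean inhibition plus 3 SD, computed separately per campaign, cut at about 18% in these data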;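 also: inhibitors lower polarization as less probe binds the enzyme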
# GRK2 aptamer HTS: inhibitors of human GRK2 displacing RNA aptamer | AID 488847 | inhibition of aptamer binding, % at 10 µM | 330,000 tested, 0.59% active | bead flow cytometry, FAM-aptamer displacement from GRK2 | P25098;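 active = inhibition of aptamer binding above 40%, roughly 3 SD of noise, on plates passing a quality check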;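 also: median bead fluorescence of bound FAM aptamer so fluorescent compounds give negative values; no value below 0 was filed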
# Target sequence (P25098 whole entry, looked up): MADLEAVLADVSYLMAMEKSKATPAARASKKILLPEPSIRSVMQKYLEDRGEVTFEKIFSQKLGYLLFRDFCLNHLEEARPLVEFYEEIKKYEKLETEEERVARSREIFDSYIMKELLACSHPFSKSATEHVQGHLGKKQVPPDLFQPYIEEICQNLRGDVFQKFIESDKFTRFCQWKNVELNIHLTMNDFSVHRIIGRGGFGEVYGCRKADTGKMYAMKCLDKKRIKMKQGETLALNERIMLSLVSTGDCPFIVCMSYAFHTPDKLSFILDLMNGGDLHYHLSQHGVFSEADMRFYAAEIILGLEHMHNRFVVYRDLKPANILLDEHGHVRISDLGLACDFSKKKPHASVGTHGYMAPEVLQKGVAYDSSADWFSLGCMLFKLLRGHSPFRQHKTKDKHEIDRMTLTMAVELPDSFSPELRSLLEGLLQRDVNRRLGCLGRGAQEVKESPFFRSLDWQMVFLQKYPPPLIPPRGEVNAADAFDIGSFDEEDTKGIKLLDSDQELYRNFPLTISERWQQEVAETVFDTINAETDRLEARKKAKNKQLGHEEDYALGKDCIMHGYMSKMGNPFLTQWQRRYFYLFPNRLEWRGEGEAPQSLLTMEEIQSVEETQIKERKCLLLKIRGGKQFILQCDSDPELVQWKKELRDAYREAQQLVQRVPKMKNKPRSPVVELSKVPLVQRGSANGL
# Efflux pump mplx: blocks antifungal efflux pumps in multiplex yeast assay. S. cerevisiae Candida pump triplex, Nile Red efflux. inhibition, % at 10 µM. 330,000 tested, 0.44% active. AID 485275;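 active = plate passing quality check with inhibition over a set limit, or well fluorescence over plate mean plus 4 SD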;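 also: Nile Red retained in pooled yeast measured as flow cytometry median fluorescence; 0% = buffer negative control and 100% = Enniatin B positive control; higher means more Nile Red kept so more efflux inhibition; some compounds called inactive have numbers as strong as hits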
# BCLXL inh: Bcl-xL (human) inhibition; GST-Bcl-xL / FITC-Bim BH3 peptide fluorescence polarization; inhibition, % at 10.9 µM; Q07817; 320,000 tested, 0.7% active; AID 2129;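 active = inhibition above the mean of all tested compounds plus 3 SD, cutoff set per campaign, cut at about 30% in these data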;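 also: 0% = DMSO wells and 100% = unlabeled Bim-BH3 peptide competitor; inhibitors lower millipolarization by displacing the labeled peptide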
# VLA-4 inh: inhibition in a human VLA-4 binding assay; VLA-4 expressing cells, ligand binding flow cytometry; inhibition, % (about 7 µM as worked out from the volumes in the protocol); 330,000 tested, 0.2% active; in the data active = inhibition above about 50%
# Numbers without * were called inactive; . = not tested or not shown. Not all compounds are listed. The share of hits here may be higher or lower than overall.
Compound,PME-1 primary,MEX-5 binding,MCL1-BIM inh,GLD-1 RNA inh,Fam108B counter,GRK2 aptamer HTS,Efflux pump mplx,BCLXL inh,VLA-4 inh
O=C(NCCCNC(=O)c1cnccn1)c1ccc(Br)cc1,-1.3,1.6,3.0,-6.8,0.6,0.0,-0.1,3.1,-0.8
CCC(C)[C@H](NC(=O)Nc1ccccc1F)C(=O)O (stereo partly drawn),-0.3,2.7,7.6,4.3,0.4,0.0,0.4,8.2,3.6
CCC(=O)N1CCN(c2nc3ccc(Br)cc3s2)CC1,3.3,2.3,-1.4,5.8,-2.5,1.0,0.1,2.2,2.6
O=c1cc(N2CCN(c3ccccc3)CC2)[nH]c(=O)n1-c1ccccc1,-6.6,-1.5,5.5,2.6,-1.5,5.0,-0.2,-3.8,18.7
CCN(C(=O)COC(=O)c1nc2nc(C)cc(C)n2n1)C1CCS(=O)(=O)C1 (stereo not drawn),-4.5,1.1,-4.2,3.6,1.9,0.0,-0.2,-1.0,3.8
COc1ccc(OC)c(-c2csc(NC(=O)CN3C(=O)NC4(CCCC4)C3=O)n2)c1,5.2,-0.3,-9.1,3.4,-2.0,0.0,0.1,-2.7,5.2
CCc1ccc2[nH]c(=O)c(Cc3ccccc3)c(O)c2c1,-0.2,-1.2,-13.7,0.7,3.0,1.0,-0.1,-1.1,-8.3
Cc1nn(C(C)C)c(C)c1CN1CCCC(C(=O)c2cccc(OC(C)C)c2)C1 (stereo not drawn),2.1,1.6,-0.3,3.2,0.6,0.0,0.0,3.8,14.0
COc1ccc(CNC(=O)Cc2c[nH]c3ccccc23)cc1OC,5.6,0.5,-2.4,-3.4,-7.5,1.0,0.0,2.8,-6.9
CCOC(=O)c1sc(NC(=O)CSc2n[nH]c(CC(C)C)n2)nc1C,0.4,3.2,-5.3,-0.9,-5.7,0.0,-0.1,-1.4,0.0
Cc1ccc(C)c(NC(=O)CN(C)C(=O)COc2ccc3ccccc3c2)c1,.,.,.,-2.4,.,1.0,0.3,.,-9.1
CCN(C(=O)CSc1nnc(CNc2cccc(OC)c2)n1C1CCCCC1)C1CCS(=O)(=O)C1 (stereo not drawn),-3.4,-2.5,-0.7,2.3,1.6,4.0,0.0,2.7,4.3
COCc1cc(CN2CCCC(CNC(=O)c3ccc(F)cc3)C2)ccc1OC (stereo not drawn),4.6,2.6,-0.4,0.1,-3.4,0.0,0.0,2.3,-2.3
CCN(CC)S(=O)(=O)c1cccc(-c2nnc(SCC(=O)N3CCC(C(=O)O)CC3)n2N)c1,1.9,2.7,-6.2,-3.9,-6.9,0.0,0.0,-5.7,20.9
COc1ccc(C2Nc3ccccc3C(=O)N2NS(=O)(=O)c2ccccc2)cc1OC (stereo not drawn),5.3,-1.1,4.0,5.5,-3.5,2.0,-0.3,0.9,8.3
COc1ccc(C(=O)N2CCCC(Nc3ccc(C)c(C)c3)C2)cc1F (stereo not drawn),0.5,-0.5,16.8,4.7,4.2,1.0,-0.6,11.9,3.2
Cc1ccc(S(=O)(=O)CC(C)(O)CS(=O)(=O)c2ccc(C)cc2)cc1,-0.8,2.1,3.7,2.9,-3.1,2.0,-0.1,2.3,0.0
O=C(Cn1c2c(c(-c3ccccc3)cc1=O)CCCC2)N1CCCCCC1,-1.8,2.6,3.1,0.1,6.8,4.0,0.0,6.1,0.9
COc1ccc(OC)c(CCNC(=O)CCc2cn(C)c3ccccc23)c1,7.4,0.3,-3.3,-3.5,2.9,0.0,0.1,1.9,4.9
CN(C)CCOC(=O)C12CC3CC(C1)CC(C(=O)OCCN(C)C)(C3)C2,1.2,0.3,-6.3,-3.6,1.2,1.0,-0.1,-2.2,24.9
COCCNC(=O)CCn1nc(-c2ccc(C)cc2)ccc1=O,-1.2,1.5,-2.0,3.8,2.8,0.0,-0.1,5.0,8.9
COc1ccc(C(C(=O)NC(C)(C)C)N(C(=O)CCC(=O)Nc2cc(C)on2)c2ccc(C)c(C)c2)cc1 (stereo not drawn),5.2,0.1,4.3,0.1,1.1,2.0,0.1,-0.3,-8.4
O=C1[C@H]2[C@@H](c3ccc(F)cc3)N3C(=O)N(c4cccc(Cl)c4)C(=O)[C@@]3(Cc3ccccc3)[C@H]2C(=O)N1C1CCCCC1,-9.0,4.2,4.0,8.6,-2.3,0.0,0.2,4.2,2.7
COc1ccccc1C1NC(=O)c2ccccc2O1 (stereo not drawn),-1.9,-1.8,9.3,-5.3,-0.7,3.0,0.6,6.5,4.3
COc1cc(C(=O)NCC(=O)NNC(=O)C2COc3ccccc3O2)cc(OC)c1OC (stereo not drawn),-0.3,.,-6.4,-6.3,.,9.0,0.1,-7.1,8.1
CCN(CC)CCn1c2c(c(SCC(=O)Nc3cccc4ccccc34)nc1=O)CCC2,-0.6,-0.3,1.2,3.9,2.5,0.0,0.1,3.0,-0.7
O=C(Nc1ccc(O)cc1C(=O)O)c1cccc(Br)c1,7.6,-0.4,26.3,12.7,-1.1,0.0,0.3,20.9,6.8
Clc1ccc(C2=Nn3c(nnc3-c3n[nH]c4c3CCC4)SC2)cc1,2.1,14.2,-7.6,-3.4,-6.8,0.0,0.0,-5.6,7.5
CC(=O)c1cccc(NC(=O)CSc2nnc(C(C)N(C)C)n2-c2ccc(F)cc2)c1 (stereo not drawn),-2.1,0.9,4.2,4.1,-1.7,0.0,0.1,2.8,-11.2
OC(CC#CCN1CCCC1)(c1ccccc1)c1ccccc1,-2.5,-0.4,5.1,-3.1,2.7,0.0,0.0,-3.0,5.6
COCCn1c(SCC(=O)N2CCCC2)nnc1-c1ccoc1C,-0.9,0.2,0.9,6.7,2.7,1.0,-0.1,5.1,7.1
CNC(=O)CC1C(=O)N(c2ccc(OC)cc2)C(=S)N1NC(=O)c1cccc(F)c1 (stereo not drawn),-3.3,-2.4,-7.3,4.2,1.4,.,0.1,-3.7,2.9
Cc1ccc(-n2nc(C)c3c(C)cc(=O)[nH]c32)cc1,7.1,1.1,1.5,2.4,1.1,2.0,0.0,-0.7,-3.0
Cc1ccc(N2C(=O)C(CN(C)C)C2c2ccccc2)cc1 (stereo not drawn),-7.8,0.4,6.7,-4.4,1.5,0.0,-0.2,3.8,3.1
CS(=O)(=O)N(CC(=O)N1CCc2ccccc2C1)Cc1ccc(F)cc1,.,0.2,.,.,.,4.0,0.0,.,3.4
COc1ccc(S(=O)(=O)N2CCCC2CNC(=O)C(=O)NCc2ccccc2Cl)cc1 (stereo not drawn),19.6,-1.7,-0.4,-2.4,1.5,0.0,-0.1,1.7,-1.5
CC(=O)N1c2ccc(S(=O)(=O)N3CCCCC3)cc2CC1C(=O)NCc1ccc(N(C)C)cc1 (stereo not drawn),2.2,1.9,-2.1,-3.0,3.7,1.0,0.0,6.1,4.0
CCOC(=O)c1c(C)n(OC)c2ccc3c(no[n+]3[O-])c12,-1.4,-1.8,-0.3,0.8,0.4,0.0,-0.1,1.9,-13.7
C#CCOCCOCCOCCNc1nc(N2CCOCC2)nc(N2CCN(C(=O)[C@H](CCCCN)n3cc([C@@H](N)C(C)CC)nn3)CC2)n1 (stereo partly drawn),-1.8,-0.1,1.1,-4.5,-6.0,.,.,0.8,.
O=C1NC(=S)N/C1=C/c1cccnc1,0.4,-4.4,2.5,4.6,2.8,3.0,-0.2,3.1,6.3
CCCCN1/C(=C/c2cccc[n+]2C)Sc2cc(NC(C)=O)ccc21,2.7,11.0,-29.2,-175.7,-1.7,0.0,0.2,-12.1,-42.8
COc1ccc(C(=O)/C=C2/c3ccccc3CC(C)(C)N2C)cc1,-1.3,0.2,-3.0,3.6,2.5,2.0,0.2,-4.8,0.2
COc1cc(C)ccc1OCCCOc1c(Cl)cccc1Cl,1.6,-0.9,-2.6,10.1,-6.9,0.0,0.2,-1.7,8.4
CCc1nnc(NC(=O)CSc2ncc(-c3ccccc3)n2CC)s1,1.9,0.8,-0.3,5.4,-0.9,0.0,-0.1,1.8,14.8
Cc1c(OCC(=O)C(C)(C)C)ccc2c(-c3ccccc3)cc(=O)oc12,0.2,-1.8,9.4,-5.3,4.5,0.0,0.3,-0.5,13.6
O=C(O)CCCCCCCCCCCc1ccccc1,-0.1,-2.7,1.1,3.3,3.4,1.0,0.2,-0.2,10.4
COc1cc(C(=O)NCCSc2ccc(Cl)cc2)cc(OC)c1OC,-6.8,-0.2,-0.4,1.6,1.8,1.0,-0.1,3.2,-20.9
COC(=O)CCCC[C@@H]1SC[C@@H](NC(=O)OC)[C@@H]1NC(=O)OC,-0.9,-2.2,-3.4,8.0,-4.2,0.0,0.1,2.9,11.8
Cc1ccc(-c2cc3nc(-c4ccc(Br)cc4)cc(N)n3n2)cc1,-9.9,1.3,2.7,3.5,6.9,1.0,0.2,0.7,16.5
COC(=O)c1c(C(=O)OC)c2oc3ccccc3n2c1Cl,-3.1,-2.0,-9.4,7.1,-0.8,0.0,0.0,8.6,2.0
COc1ccc(N(C(=O)CNC(=O)c2ccco2)C(C(=O)NCC2CCCO2)c2ccccc2)cc1 (stereo not drawn),2.2,1.1,4.5,5.7,1.9,0.0,-0.1,6.8,3.4
COc1ccc(/C=N\NC(=O)c2ccc(=O)[nH]n2)cc1O,-1.2,0.8,2.3,3.4,7.8,1.0,0.2,-0.2,13.6
C=CCC(Nc1ccccc1)c1cccc(OC)c1OC (stereo not drawn),2.5,-5.7,3.1,3.8,5.0,0.0,0.0,-0.1,1.2
Clc1ccc(-c2nnc(N3CCCC3)nn2)cc1,6.7,-0.6,6.7,8.6,0.8,16.0,0.0,4.8,4.1
Cc1ccc(Cl)cc1N(C(=O)c1csnn1)C(C(=O)NC1CCCC1)c1ccco1 (stereo not drawn),-1.4,0.7,11.9,-0.9,2.1,1.0,0.0,2.6,-5.4
CCOC(=O)N1CCN(S(=O)(=O)c2cccc3nsnc23)CC1,-1.8,1.2,4.0,-1.9,-0.2,0.0,0.0,15.7,-3.8

# Sorted by molar mass (ascending): some entries from above
Compound,PME-1 primary,MEX-5 binding,MCL1-BIM inh,GLD-1 RNA inh,Fam108B counter,GRK2 aptamer HTS,Efflux pump mplx,BCLXL inh,VLA-4 inh
O=C1NC(=S)N/C1=C/c1cccnc1,0.4,-4.4,2.5,4.6,2.8,3.0,-0.2,3.1,6.3
Cc1ccc(C)c(NC(=O)CN(C)C(=O)COc2ccc3ccccc3c2)c1,.,.,.,-2.4,.,1.0,0.3,.,-9.1
Cc1nn(C(C)C)c(C)c1CN1CCCC(C(=O)c2cccc(OC(C)C)c2)C1 (stereo not drawn),2.1,1.6,-0.3,3.2,0.6,0.0,0.0,3.8,14.0
O=C1[C@H]2[C@@H](c3ccc(F)cc3)N3C(=O)N(c4cccc(Cl)c4)C(=O)[C@@]3(Cc3ccccc3)[C@H]2C(=O)N1C1CCCCC1,-9.0,4.2,4.0,8.6,-2.3,0.0,0.2,4.2,2.7
